Source: PubChem BioAssay
NCI-60 one-dose screen, 48 h, at 10 µM unless noted. Numbers give growth in % (100 = growth as untreated, 0 = no growth, -100 = all killed).
OVCAR-3 = OVCAR-3 ovarian cancer; 79,000 tested, 7% active; AID 1794787
A498 = A498 renal cancer cells | 76,000 tested, 5.4% active
OVCAR-4 = OVCAR-4 ovarian cancer cells | 80,000 tested, 3.7% active
OVCAR-5 = OVCAR-5 ovarian cancer | 82,000 tested, 2.9% active | AID 1794783
RXF 393 = RXF 393 renal cancer cells; 77,000 tested, 6.9% active; AID 1794773
CAKI-1 = CAKI-1 renal cancer; 75,000 tested, 4.7% active
ACHN = ACHN renal cancer | 81,000 tested, 4.9% active
OVCAR-8 = OVCAR-8 ovarian cancer; AID 1794782; 81,000 tested, 4.4% active
* marks the source's active call; other numbers are inactive results; . = no result given; & = joins results of further samples; [ ] = dose if it differs, or a comment. Rule for the calls: active = growth percent below 10; inactive = the rest.

no.	Molecule	OVCAR-3	A498	OVCAR-4	OVCAR-5	RXF 393	CAKI-1	ACHN	OVCAR-8
1	COc1ccc(C/C(C)=C(\c2ccc(Cl)cc2)c2ccc(OCCN3CCOCC3)cc2)cc1	98	112	105	85	99	86	93	97
2	Cc1cc(O)cc(C)c1[N+](=O)[O-]	.	54	112	101	100	100	118	94
3	CCCCCCCCCOC(=O)CCCCC(=O)OCCCCCCCCC	105	110	113	121	122	100	118	107
4	C#CCOc1ccc(C(Nc2ccc(OC)cc2)c2nnnn2C2CCCCC2)cc1 (stereo not drawn)	112	.	103	102	114	76	97	95
5	Oc1ccc(C2=N/C(=N\c3[nH]c(-c4ccc(O)cc4)cc3-c3ccccc3)C(c3ccccc3)=C2)cc1	111	93	107	102	101	94	100	99
6	CCN1CCN(C(=O)[C@]23CCC(C)(C)C[C@@H]2C2=CC[C@@H]4[C@@]5(C)CCC(=O)C(C)(C)[C@@H]5CC[C@@]4(C)[C@]2(C)CC3)CC1	56	-8.0*	51	72	61	60	66	63
7	O=C(Nc1nc2ccc([N+](=O)[O-])cc2s1)Nc1ccc(Cl)cc1Cl	65	-0.8*	55	85	20	57	37	48
8	Cc1cc(O)c(C(C)C)cc1NC(=O)Nc1ccc([N+](=O)[O-])cc1	99&102	86&100	111&117	103&112	123&115	98&100	102&94	95&100
9	C=C(C)[C@@H]1CC[C@]2(C(=O)N3CCN(C)CC3)CC[C@]3(C)[C@H](CC[C@@H]4[C@@]5(C)C/C(=C/c6ccncc6)[C@H](O)C(C)(C)[C@@H]5CC[C@]43C)[C@@H]12	-50*[100 µM]	-29*[100 µM]	.	7.4*[100 µM]	-89*[100 µM]	12[100 µM]	-0.4*[100 µM]	-58*[100 µM]
10	COc1ccc(/C=C/C(=O)[C@@H]2CC[C@]3(CO)CC[C@]4(C)[C@H](CC[C@@H]5[C@@]6(C)CC[C@H](O)C(C)(C)[C@@H]6CC[C@]54C)[C@@H]23)cc1	99	95	79	102	90	43	84	88
11	COc1ccc(CCNC=O)cc1OC	110	102	100	100	88	100	101	107
12	CN=C1C=CC(=C(c2ccc(N(C)C)cc2)c2ccc(N(C)C)cc2)C=C1	-42*	-27*	7.5*	17	-51*	9.6*	-53*	-39*
13	O=C(O)COc1ccc(F)cc1[N+](=O)[O-]	113	95	97	99	101	90	96	115
14	COc1ccc(-c2cc(-c3ccccc3)c(C#N)c(=O)[nH]2)c(OC)c1	94	97	92	119	97	83	87	99
15	N[C@H](Cc1ccccc1)C(=O)O	113	106	112	102	128	91	103	107
16	CCOc1ccc(-c2cc(N)n(S(=O)(=O)c3ccc(OC)cc3)n2)cc1	.	92	103	107	96	.	102	97
17	COc1ccc(C(c2cc(OC)c(OC)c(OC)c2)N2CCN(Cc3ccccc3)CC2)cc1 (stereo not drawn)	69	52	97	85	72	67	93	93
18	O=C(NCCCN1CCOCC1)c1ccc(C(=O)NCCCN2CCOCC2)cc1	112	115	109	97	99	96	95	97
19	CC(C)(C)C(=O)OC(N)/C=C/c1ccccc1 (stereo not drawn)	107	88	100	106	113	94	101	104
20	Cc1ccc(-c2nnc3c4ccccc4c(C)nn23)cc1S(N)(=O)=O	89	84	98	112	94	71	92	88
21	COc1cc(Nc2nc3ccccc3cc2C(=O)N2CCN(c3ccc(F)cc3)CC2)cc(OC)c1OC	91	67	99	97	106	87	86	79
22	COc1ccc(/C=C/C(=O)Nc2cccc(C(F)(F)F)c2)cc1OC	101	99	89	100	103	104	102	105
23	O=C(Nc1ccccc1)Nc1nc2cc([N+](=O)[O-])ccc2o1	17	55	29	87	86	73	52	54
24	CCCCCC(CCCCC)=C(C#N)C(=O)OCC	114	96	98	97	86	86	102	106
25	COc1cc2ncnc(Nc3cc(C)[nH]n3)c2cc1OC	103	59	77	93	.	68	58	99
26	CCCCCNc1ncnc2[nH]ncc12	107	96	94	107	109	90	94	101
27	COc1ccc(/C=C/C(=O)c2cc(O)ccc2O)cc1	83	109	136	108	82	68	85	89
28	C#CC1(OCC(CCl)OC(N)=O)CCCCC1 (stereo not drawn)	107	104	89	97	102	105	101	98
29	CCOC(=O)c1c(C(F)(F)F)n([O-])c2ccc(OC)cc2[n+]1=O	33	51	30	61	42	.	32	24
30	O=C(O)C(CCCc1ccccc1)C(=O)O	129	132	119	117	100	101	115	110
31	CCNC(=O)[C@H](O)[C@H](Cc1ccccc1)N(Cc1ccccc1)Cc1ccccc1	99	91	98	89	43	57	91	88
32	CC(C)Cc1ccc(C(C)C(=O)NCc2ccc(Cn3c(=O)sn(CCI)c3=O)cc2)cc1 (stereo not drawn)	96	78	61	102	.	87	79	89
33	NC1=NC(c2ccco2)N=C(Nc2nn[nH]n2)N1 (stereo not drawn)	107	98	96	118	103	92	103	103
34	CSCCC(NCCC#N)C(=O)O (stereo not drawn)	109	74	116	103	105	104	99	109
35	O=C(c1ccccc1)C1N=NCC1c1ccc(Cl)cc1 (stereo not drawn)	113	.	88	96	104	82	103	97
36	C[N+](C)(C)CCOC(=O)CCC(=O)OCC[N+](C)(C)C	121&103	99&108	118&99	103&110	114&114	99	116&105	106&105
37	O=S(=O)(NCCNc1nccc(-c2c(-c3ccccc3)nc3sccn23)n1)c1ccc(O)cc1	39	.	56	87	46	53	26	41
38	Cc1cc2nc3c4cc(C#N)ccc4n(CCN(C)C)c3nc2cc1C	.	-44*	0.7*	6.4*	-62*	-27*	-14*	-33*
39	O=C(NCCNc1nccc(-c2c(-c3cccc(O)c3)nc3sccn23)n1)c1ccc(N2CCOCC2)c(C(F)(F)F)c1	89	48	105	91	58	67	61	73
40	CCCCCCCC(=O)OC[C@]1(C)CCC[C@]2(C)[C@@H]1CC[C@@]13C[C@@H](OCOC)[C@@](C)(CC[C@H]12)C3	102	104	112	125	117	101	117	101
41	COc1ccc2c(=O)c(-c3ccccc3OC)c(C)oc2c1	114	103	93	109	.	97	104	103
42	O=C(O)Cc1ccc2c(c1)Cc1cccnc1O2	108	104	101	101	91	97	111	103
43	c1ccc2nc(N3CCCC3)c(N3CCCCC3)nc2c1	110	.	104	106	109	110	104	108
44	Cc1[nH]c(C(=O)Nc2ccccc2OC2CCN(CCN3CCOCC3)CC2)c(Cl)c1Cl	109	72	98	96	84	84	95	101
45	N#CCCN1CCC(N)=NC1=NC#N	114	109	110	117	113	80	121	101
46	COC1OC(C(O)CO)C(O)C(O)C1O (stereo not drawn)	123&110	116&93	99&110	101&106	115&120	114&99	102&111	103&106
47	Cc1c(O)cccc1O	109	125	108	106	78	61	107	106
48	O=C1/C(=C2\SC(=S)N(Cc3ccco3)C2=O)SC(=S)N1Cc1ccco1	100	104	93	102	101	80	94	103
49	CCN(CC)CCOc1cccc2c1C(=O)c1ccccc1C2=O	102	87	87	102	80	.	92	86
50	CC(=O)SCCC(=O)O	121	85	105	98	101	93	96	108

(next part)
no.	Molecule	OVCAR-3	A498	OVCAR-4	OVCAR-5	RXF 393	CAKI-1	ACHN	OVCAR-8
51	Nc1nc(-c2nnc(Nc3ccccc3)s2)cs1	.	99	100	109	.	103	107	104
52	CC(C)[C@@]12C[C@@H](OC(=O)C3CO3)[C@@](C)(O1)[C@@H]1CC[C@@H](C)[C@H]1[C@@H]2OC(=O)/C=C/c1ccccc1 (stereo partly drawn)	90	-32*	111	100	67	52	6.0*	22
53	CCN(CC)CCCCCCCNc1nccc2ccccc12	104	.	90	111	96	98	104	102
54	CC(=O)C1CCC2C3CC=C4CC(SC(=N)N)CCC4(C)C3CCC12C (stereo not drawn)	63	78	50	80	26	63	54	31
55	COc1ccc(C(=O)/C=C/c2ccccn2)c(O)c1	.	91	92	96	56	61	45	93
56	CCC1CCCCN1C(=O)OC (stereo not drawn)	111	81	114	93	100	89	109	102
57	CNC(=O)c1cc(-n2ccc3cc(NS(=O)(=O)c4ccc(Cl)c(C(F)(F)F)c4)ccc32)ccn1	96	100	82	105	79	79	102	84
58	O=NN(CCCl)C(=O)Nc1cc2c3ccccc3ccc2c2ccccc12	92	83	92	95	97	84	76	69
59	O=C(c1ccc(F)cc1)C1CCN(CCCn2c(=O)[nH]c3ccccc32)CC1	100	87	99	100	121	93	93	104
60	N#C/C(=C/c1ccco1)c1nnc(NC(=O)c2ccc(-n3c(=O)[nH]c4ccccc4c3=O)cc2)s1	106	167	115	120	108	99	109	113
61	CC[C@H]1OC(=O)[C@H](C)[C@@H](O[C@H]2C[C@@](C)(OC)[C@@H](O)[C@H](C)O2)[C@H](C)[C@@H](O[C@@H]2O[C@H](C)C[C@H](N(C)C)[C@H]2O)[C@](C)(OC)C/C(C)=C2/O[C@@]1(C)C=C2C	75	84	73	25	21	22	25	78
62	O=c1c2ccccc2nc(N/N=C/c2ccc(Oc3ccc(Cl)cc3)cc2)n1-c1ccc(Cl)cc1	111	104	102	110	.	.	108	104
63	COc1ccc(C2=C(c3cccc(OC)c3)C(=O)c3ccc(C)nc3C2=O)cc1	7.6*	.	-96*	104	33	34	34	42
64	CN(C)c1ccc(C(c2ccccc2)c2ccc(N(C)C)cc2)cc1	95	107	100	94	107	93	98	91
65	CCCCCCCCCCCCCCn1cc(C=C2C(=O)NC(=O)NC2=O)c2cc(Br)ccc21	110	101	114	103	.	92	101	105
66	CCCCCCCCCCCCCCCC(=O)O[C@@H]1[C@@H](O)[C@@H](O)C([C@H](NC(=O)[C@@H]2C[C@@H](CCC)CN2C)[C@H](C)Cl)O[C@@H]1SC (stereo partly drawn)	109	101	105	97	106	96	95	103
67	CCOC(=O)c1sc2nc(-c3cccc(OC)c3)nc(N3CCOCC3)c2c1C	108	101	96	97	96	80	103	102
68	CC(O)C(=O)Nc1ccccc1 (stereo not drawn)	127	93	112	101	124	115	100	103
69	CCOC(=O)Nc1cc(NC(=O)OCC)ncn1	118	91	.	112	113	94	121	107
70	CCSc1nnc(-c2c(C)nc3ccc(C)cn23)o1	97	96	70	116	132	86	85	100
71	O=C(/C(=C/c1ccc([N+](=O)[O-])cc1)SCc1ccc(F)cc1)c1ccc(F)cc1	83	79	73	98	97	75	91	93
72	CN(C)Cc1cc(OCc2ccccc2)cc(CN(C)C)c1O	110	96	109	101	98	96	101	101
73	Cc1cc(Nc2ccc3ccccc3c2)n2ncnc2n1	114	100	94	101	98	97	94	104
74	CCOC(=O)C#Cc1c(C(=O)OCC)nnn1Cc1ccc(C(F)(F)F)cc1	14	104	67	91	-7.1*	0.2*	-25*	69
75	C/C(=N\NC(=S)Nc1ccc(F)cc1)c1ccccc1	122	114	82	108	85	117	104	100

The final 7 compounds of the part before are carried over, then new ones follow.
no.	Molecule	OVCAR-3	A498	OVCAR-4	OVCAR-5	RXF 393	CAKI-1	ACHN	OVCAR-8
69	CCOC(=O)Nc1cc(NC(=O)OCC)ncn1	118	91	.	112	113	94	121	107
70	CCSc1nnc(-c2c(C)nc3ccc(C)cn23)o1	97	96	70	116	132	86	85	100
71	O=C(/C(=C/c1ccc([N+](=O)[O-])cc1)SCc1ccc(F)cc1)c1ccc(F)cc1	83	79	73	98	97	75	91	93
72	CN(C)Cc1cc(OCc2ccccc2)cc(CN(C)C)c1O	110	96	109	101	98	96	101	101
73	Cc1cc(Nc2ccc3ccccc3c2)n2ncnc2n1	114	100	94	101	98	97	94	104
74	CCOC(=O)C#Cc1c(C(=O)OCC)nnn1Cc1ccc(C(F)(F)F)cc1	14	104	67	91	-7.1*	0.2*	-25*	69
75	C/C(=N\NC(=S)Nc1ccc(F)cc1)c1ccccc1	122	114	82	108	85	117	104	100
76	Nc1cccc(F)c1	106	108	100	109	107	82	102	103
77	CC(=O)OC(CCc1ccc(Cl)cc1)c1ccccc1 (stereo not drawn)	125	94	101	111	121	98	111	102
78	Nc1cccc2c1C(=O)c1ccccc1-2	120	113	98	106	124	91	108	123
79	Oc1ccccc1/C=N/c1[nH]c(=S)nc2oc(-c3ccccc3)c(-c3ccccc3)c12	96	96	92	91	83	73	94	102
80	COc1cc(/C=N/NC(=O)c2ccc(C)nc2)cc(OC)c1OC	119	93	96	103	90	80	91	.
81	CCn1c(SCC(=O)N2CCN(c3cc4c(cc3F)c(=O)c(C(=O)O)cn4C3CC3)CC2)nnc1-c1cc(OC)c(OC)c(OC)c1	103	113	101	104	100	.	109	93
82	COc1cc(C(C)O)cc(OC)c1OC (stereo not drawn)	119	.	101	109	117	91	118	98
83	Nc1[nH]nc2[nH]c(=S)nc(-c3cccs3)c12	108	104	109	107	111	98	98	100
84	COc1ccc([C@H]2[C@H](O)C(=O)N2c2cc(OC)c(OC)c(OC)c2)cc1F	.	-26*	68	28	27	30	25	-15*
85	O=C1/C(=C\c2ccccc2)CN(C(=O)c2ccccc2F)C/C1=C\c1ccccc1	-20*	45	29	65	-78*	30	-3.3*	11
86	O=C(c1cccnc1)c1cc(-c2ccccn2)c(=O)n2ccccc12	117	111	105	116	101	104	110	105
87	Nc1ccc(N=Nc2ccc(N=Nc3c(S(=O)(=O)O)cc4cc(S(=O)(=O)O)c(N=Nc5ccc(N=Nc6ccc(N)cc6N)cc5)c(O)c4c3N)cc2)c(N)c1	113	123	105	181	135	95	97	94
88	C=C(C[n+]1ccccc1)[C@@H]1CC[C@]2(C(=O)O)CC[C@]3(C)[C@H](CC[C@@H]4[C@@]5(C)CC[C@H](O)C(C)(C)[C@@H]5CC[C@]43C)[C@@H]12	103	101	100	94	115	92	99	103
